SKN-1 block = blocks SKN-1 activity in C. elegans. inhibition, % at 21.8 µM. C. elegans VP596 Pgst-4::GFP/RFP ratio, acrylamide-induced, 24 h. hit rate 0.49% among 360,000;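 active = interference check ratio from 0.5 to 1.5 plus GFP to RFP signal ratio inhibition reaching or exceeding a fixed threshold, cut at about 30% in these data, passing the limit was not always enough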; also: some compounds called inactive have numbers as strong as hits
TbMetRS inhib = Trypanosoma brucei MetRS inhibition. purified T. brucei MetRS, ATP depletion, Kinase-Glo luminescence. inhibition, % at 11.9 µM. hit rate 0.4% among 360,000. AID 624268;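 active = inhibition above a per-plate cutoff of the control wells' mean inhibition plus 3 SD, cut at about 5.5% in these data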;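 also: 0% = DMSO wells median and 100% = median of wells with control inhibitor compound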
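Test system: purified T. brucei MetRS enzyme. Also added: ATP, methionine and E. coli bulk tRNA substrates. Compound: 11.9 µM single point. Schedule: 15 min enzyme-compound preincubation, 2 h reaction, 10 min detection, 25 °C. Signal: luciferase luminescence of residual ATP, Kinase-Glo. Evaluation: percent inhibition versus plate control medians. Controls: DMSO wells, low control.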
STEP block = STEP (human) phosphatase inhibition; P54829; recombinant STEP, OMFP fluorogenic substrate, fluorescence; inhibition, % at 20 µM; hit rate 0.25% among 360,000; AID 588621;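 active = inhibition at 20 µM, scaled per plate between control wells, above about 37%, limit read from the data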;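 also: 0% = DMSO with enzyme and substrate and 100% = substrate only without enzyme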
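Material: STEP (striatal-enriched tyrosine phosphatase) enzyme, cell-free | Medium: 50 mM Bis-Tris pH 6.0 with 2.5 mM DTT and 0.005% Tween 20 | Read-out: Percent inhibition scaled to no-enzyme and uninhibited-enzyme controls, plate-pattern corrected | Signal: Fluorescence read at 480 nm ex / 540 nm em | Times: 20 min reaction, room temperature, in the dark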
LMPTP block = blocks human LMPTP phosphatase; P24666; recombinant LMPTP-A, OMFP fluorogenic substrate, fluorescence intensity; inhibition, % at 20 µM; hit rate 0.22% among 360,000; AID 651560;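 active = compounds that cut the enzyme signal by at least half of the control window in the single-dose screen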;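 also: plate controls were DMSO wells with enzyme plus substrate for no effect and substrate without enzyme for full effect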
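Test system: LMPTP-A phosphatase enzyme. Amount: LMPTP-A at 0.625 nM final in the reaction. Reagent: OMFP substrate, 400 µM final. Times: 50 min at room temperature. Signal: endpoint fluorescence intensity from OMFP dephosphorylation. Read-out basis: % inhibition. Benchmarks: no-enzyme and uninhibited controls.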
Scp-1 inhibitor = inhibitors of human Scp-1 phosphatase; hit rate 0.88% among 340,000; Recombinant Scp1, phosphopeptide, malachite green phosphate absorbance; Q9GZU7; inhibition, % at 20 µM;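 active = inhibition above about 50% at 20 µM, limit read from the data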;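 also: plate controls were DMSO wells with enzyme for no effect and wells lacking enzyme for full effect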
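Material: truncated SCP-1 phosphatase (76-261aa) / Buffer or medium: 50 mM Tris acetate pH 5.5, 0.005% Tween-20, 10 mM MgCl2 / Compound dosing: one concentration, 20 µM, with 1.0% DMSO / Incubation: 45 min room-temperature reaction, 5 min colour, 30 min stabiliser / Detection: colorimetric free-phosphate detection, absorbance 630 nm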
DNMT1 inh = inhibitors of human DNMT1. P26358. DNMT1 molecular beacon, Hinp1I cleavage, fluorescence. inhibition (reported as % activation of signal), % at 10 µM. hit rate 0.83% among 360,000. AID 588458; in the data active = inhibition above about 50%
Target sequence (P26358 504-1616 limits assumed): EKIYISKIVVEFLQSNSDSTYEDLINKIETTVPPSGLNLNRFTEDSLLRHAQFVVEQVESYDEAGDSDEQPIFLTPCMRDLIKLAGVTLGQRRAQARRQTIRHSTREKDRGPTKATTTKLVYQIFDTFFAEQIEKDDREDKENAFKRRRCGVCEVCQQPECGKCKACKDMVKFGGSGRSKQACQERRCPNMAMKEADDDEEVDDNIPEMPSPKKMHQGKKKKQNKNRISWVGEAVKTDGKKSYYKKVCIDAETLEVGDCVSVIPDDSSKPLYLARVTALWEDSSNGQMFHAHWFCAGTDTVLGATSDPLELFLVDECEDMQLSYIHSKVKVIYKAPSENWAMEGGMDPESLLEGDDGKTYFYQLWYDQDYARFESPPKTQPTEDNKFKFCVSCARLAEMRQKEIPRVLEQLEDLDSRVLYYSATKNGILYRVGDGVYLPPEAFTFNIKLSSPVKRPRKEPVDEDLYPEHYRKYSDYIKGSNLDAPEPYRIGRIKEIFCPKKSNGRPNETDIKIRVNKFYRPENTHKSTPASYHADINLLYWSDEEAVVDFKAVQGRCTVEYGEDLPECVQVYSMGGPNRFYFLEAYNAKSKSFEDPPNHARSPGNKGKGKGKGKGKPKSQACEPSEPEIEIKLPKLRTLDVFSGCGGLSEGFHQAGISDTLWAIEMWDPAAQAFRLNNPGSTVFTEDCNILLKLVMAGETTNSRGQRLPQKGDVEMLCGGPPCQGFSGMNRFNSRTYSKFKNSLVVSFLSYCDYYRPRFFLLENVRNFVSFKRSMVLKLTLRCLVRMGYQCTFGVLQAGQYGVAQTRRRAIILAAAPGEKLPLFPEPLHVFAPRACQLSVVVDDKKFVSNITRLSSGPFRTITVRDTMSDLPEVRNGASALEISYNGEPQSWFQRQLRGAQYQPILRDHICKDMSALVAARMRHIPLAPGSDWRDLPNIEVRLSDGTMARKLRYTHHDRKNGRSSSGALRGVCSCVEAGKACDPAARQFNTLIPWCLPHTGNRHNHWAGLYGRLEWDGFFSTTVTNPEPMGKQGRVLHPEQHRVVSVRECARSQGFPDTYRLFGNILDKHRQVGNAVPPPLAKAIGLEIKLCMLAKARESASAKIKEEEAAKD
NRP1-CendR mod = NRP-1/CendR interaction modulation. FAM-RPARPAR peptide binding to NRP-1, fluorescence polarization. hit rate 0.85% among 360,000. AID 602438. O14786. inhibition, % at 25 µM;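 active = inhibition or corrected inhibition above about 18%, plus a signal ratio from 0.5 to 1.5, limit read from the data, passing the limit was not always enough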; also: strong numbers were not always called active
Neddylation inh = cullin neddylation inhibition. P61081+Q13564. TR-FRET cullin neddylation, biochemical. calls only at 25 µM. hit rate 0.58% among 360,000. AID 651699; in the data active = inhibition above about 36%
NadD inh = NadD (S. aureus) enzyme inhibition | purified NadD enzyme, colorimetric absorbance read-out | inhibition, % at 20 µM | hit rate 0.78% among 360,000 | AID 602399; in the data active = inhibition above about 26%; also: some compounds past the cut are filed as inactive
SUMO1 PPI mod = SUMO1-SIM interaction modulation | inhibition, % at 20 µM | SUMO1 binding to a labelled peptide, TR-FRET, 1 h | AID 602429 | hit rate 0.33% among 360,000 | P63165; in the data active = inhibition above about 37%
The depositor's hits bear a star; i = inactive; nt = no result given.

nr	Compound	TbMetRS inhib	Neddylation inh	NRP1-CendR mod	Scp-1 inhibitor	LMPTP block	STEP block	DNMT1 inh	SUMO1 PPI mod	SKN-1 block	NadD inh
1	CCCn1c(SCC(=O)NC(C)c2ccccc2)n[nH]c1=O (centres undefined)	-0.7	i	-5	-5	-0.8	-3	2	-1	17	-3
2	Cc1nn(-c2cc(C(F)(F)F)ccc2Cl)c2nc(C(Cl)(Cl)Cl)[nH]c(=O)c12	-1.1	i	12	-8	-0.7	0	0	6	-7	-5
3	Cc1ccc(NC(=O)C2CCCC2)c(Br)c1	1.8	i	0	-3	-0.4	-4	-1	3	17	-8
4	C=CCN(CC=C)S(=O)(=O)c1ccc(NC(=S)NC(=O)/C=C/c2ccc(C)cc2)cc1	-1.3	i	7	-2	0.2	-10	3	0	-11	-4
5	CSCc1cc(N(C)c2ccccc2)nc(-c2ccccc2)n1	0.1	i	6	-8	3.0	0	2	-1	32	-1
6	CCOc1cc(N2CCOCC2)c(OCC)cc1NC(=O)Cc1ccccc1OC	-1.7	i	7	-2	-1.7	-6	-11	-4	-9	2
7	COCC(=O)Nc1ccc(OCc2ccccc2)cc1	0.2	i	-5	-10	-1.4	-2	4	1	9	-1
8	Cc1cccc(-n2nnc(C(=O)NCc3ccccn3)c2N)c1	0.3	i	3	-3	-1.0	-4	3	2	15	-1
9	N#C/C(=N\Nc1cccc(F)c1)C(=N)N1CCCCCC1	-0.2	i	-9	-3	-0.4	-2	-3	-5	3	-5
10	COc1ccc(Cl)cc1NC(=O)CN(C)C(=O)COc1ccccc1F	-0.6	i	-12	-7	0.9	-1	1	-9	6	3
11	O=C(NCC1CCCO1)c1nc2c(nnn2Cc2ccccc2Cl)c(=O)[nH]1 (centres undefined)	-0.1	i	2	-9	-1.3	-6	1	6	7	5
12	COc1cccc(C(=O)Nc2cc(S(=O)(=O)N3CCOCC3)ccc2N2CCOCC2)c1	0.4	i	-5	-8	0.9	3	-1	-3	-3	-1
13	COc1ccccc1-c1ccc(SCC(=O)NCCc2ccccc2)nn1	-0.5	i	1	-4	0.5	0	-2	0	-5	-2
14	O=C(Nc1ccc(N2CCN(C(=O)c3ccccc3)CC2)c(Cl)c1)c1ncn[nH]1	-0.3	i	1	-1	-1.1	1	1	4	6	6
15	COc1ccc(NS(=O)(=O)c2ccc(NC(=O)c3ccc(Br)cc3)cc2)nn1	0.1	i	6	-8	-0.7	2	-1	28	0	4
16	Cc1ccc(NC(=O)C2CCC(=O)N2C(=O)OCc2ccccc2)cc1 (centres undefined)	0.2	i	6	-6	-0.5	-4	0	4	-5	-2
17	Cc1nc(NC(=O)CCCC(=O)Nc2nc(C)c(C)s2)sc1C	-0.8	i	-8	0	-0.6	1	-2	-2	-18	-4
18	CCOC(=O)CC1OC(=O)c2cc3c(cc21)C(=O)OC3CC(=O)OCC (centres undefined)	-0.6	i	11	-5	-1.4	2	2	-1	2	-1
19	O=C(COC(=O)/C=C/c1ccc(OC(F)F)cc1)NC1CCCC1	-0.1	i	7	-6	-0.7	1	3	-3	-28	1
20	O=S(=O)(/N=C(/Nc1ccc(F)cc1F)c1ccccc1)c1ccccc1	-0.4	i	3	0	-1.3	1	6	0	13	3
21	CCCCNC(=O)C1(C)CCCCN1C(=O)c1ccc(F)cc1Cl (centres undefined)	0.0	i	-13	nt	-0.9	-7	6	3	3	-3
22	CCCCN(CC)CCCNC(=O)c1cc2c(=O)[nH]c3ccccc3c2s1	-0.4	nt	6	0	3.0	3	2	-19	13	-9
23	Cc1cc(S(=O)(=O)N2CCN(c3ncccn3)CC2)ccc1-n1cnnn1	0.2	i	14	-4	0.2	-2	-2	-5	-2	-1
24	COc1ccccc1NC(=O)c1nnn(CC(=O)Nc2cccc(SC)c2)c1N	6.0*	i	0	-14	-0.4	3	-7	-1	-14	-1
25	CC1C(=O)N(Cc2cn(Cc3ccco3)nn2)CCS(=O)(=O)N1Cc1ccc(-c2ccc(F)nc2)cc1 (centres undefined)	1.0	i	-11	nt	-0.7	-2	0	0	-3	2

Sorted by count of non-hydrogen atoms (largest number first): some entries from above.
nr	Compound	TbMetRS inhib	Neddylation inh	NRP1-CendR mod	Scp-1 inhibitor	LMPTP block	STEP block	DNMT1 inh	SUMO1 PPI mod	SKN-1 block	NadD inh
12	COc1cccc(C(=O)Nc2cc(S(=O)(=O)N3CCOCC3)ccc2N2CCOCC2)c1	0.4	i	-5	-8	0.9	3	-1	-3	-3	-1
4	C=CCN(CC=C)S(=O)(=O)c1ccc(NC(=S)NC(=O)/C=C/c2ccc(C)cc2)cc1	-1.3	i	7	-2	0.2	-10	3	0	-11	-4
24	COc1ccccc1NC(=O)c1nnn(CC(=O)Nc2cccc(SC)c2)c1N	6.0*	i	0	-14	-0.4	3	-7	-1	-14	-1
15	COc1ccc(NS(=O)(=O)c2ccc(NC(=O)c3ccc(Br)cc3)cc2)nn1	0.1	i	6	-8	-0.7	2	-1	28	0	4
13	COc1ccccc1-c1ccc(SCC(=O)NCCc2ccccc2)nn1	-0.5	i	1	-4	0.5	0	-2	0	-5	-2
16	Cc1ccc(NC(=O)C2CCC(=O)N2C(=O)OCc2ccccc2)cc1 (centres undefined)	0.2	i	6	-6	-0.5	-4	0	4	-5	-2
21	CCCCNC(=O)C1(C)CCCCN1C(=O)c1ccc(F)cc1Cl (centres undefined)	0.0	i	-13	nt	-0.9	-7	6	3	3	-3
5	CSCc1cc(N(C)c2ccccc2)nc(-c2ccccc2)n1	0.1	i	6	-8	3.0	0	2	-1	32	-1
7	COCC(=O)Nc1ccc(OCc2ccccc2)cc1	0.2	i	-5	-10	-1.4	-2	4	1	9	-1

The results go on:
nr	Compound	TbMetRS inhib	Neddylation inh	NRP1-CendR mod	Scp-1 inhibitor	LMPTP block	STEP block	DNMT1 inh	SUMO1 PPI mod	SKN-1 block	NadD inh
26	COc1ccccc1CNC(=O)c1ccc(NS(C)(=O)=O)cc1	-0.6	i	-3	0	0.4	2	-1	1	-2	2
27	COCC(C)NC(=O)CSc1nc2ccccc2n1CCc1ccccc1 (centres undefined)	-1.0	i	9	7	-0.2	-2	-4	-1	-2	1
28	C/C(=N/NC(=O)CNS(=O)(=O)c1ccccc1)c1ccc(Br)cc1	-0.4	i	11	-9	-1.0	0	-1	-1	6	-6
29	O=C1C=C(NS(=O)(=O)c2ccccc2)C(=O)c2ccccc21	0.0	i	16	-10	2.5	-1	-15	-12	-3	-3
30	CCOC(=O)c1cc(C(=O)NN)c(=O)[nH]c1C	0.1	i	-2	-1	-1.1	-3	1	1	6	-7
31	COc1ccc(N2C(=O)CCC(C(=O)N3CCN(c4ccccn4)CC3)C2c2ccc(F)cc2)cc1 (centres undefined)	-0.6	i	9	-12	0.2	-1	-2	-2	-5	-4
32	CCCCC1=CC2=C(c3ccco3)C(=O)C(C)(OC(=O)c3ccc(OC)cc3)C(=O)C2=CN1CC(C)C (centres undefined)	-0.2	i	-11	-2	0.1	1	0	-12	19	7
33	CS(=O)(=O)c1ccc(C(=O)OCC(=O)N2CCCc3ccccc32)cc1	-0.3	i	-4	-1	-0.3	-5	3	5	9	0
34	Nc1ccc(C(=O)n2c3ccccc3c3ccccc32)cc1	-0.1	i	9	6	3.0	2	-12	-3	1	0
35	COc1ccc2cc(C(c3nnnn3C3CCCCC3)N3CCCCCC3)c3nnnn3c2c1 (centres undefined)	0.0	i	1	13	-0.2	0	4	-3	5	20
36	Cc1ccc2nc(SCC(=O)Nc3nnc(SCC(N)=O)s3)[nH]c2c1	0.2	i	-1	-4	-1.4	-5	1	11	-4	1
37	O=C(CSc1ccc2nnc(-c3cccc(F)c3)n2n1)N1CCCc2ccccc21	-1.3	i	-13	18	-1.2	3	32	-10	9	2
38	O=C(COc1ccc(-n2cnnn2)cc1)Nc1ccc(Br)cc1F	0.0	i	-3	-3	0.5	-1	1	-2	11	3
39	COc1ccc2c(=O)c(N3C(=O)c4ccccc4C3=O)coc2c1	0.3	i	2	-3	0.6	3	3	-19	5	1
40	N#CCCN(C(=O)c1cc2c(s1)-c1ccccc1S(=O)(=O)C2)c1ccccc1	-0.2	i	7	8	0.5	0	-3	-20	2	-3
41	COc1ccccc1NC(=O)c1cc(Cl)nnc1Cl	0.1	i	0	8	1.0	-2	5	-6	-2	0
42	COc1ccccc1N1CCN(C(=O)c2ccc(CS(=O)(=O)c3ccccc3OC)o2)CC1	-1.5	i	12	5	-0.3	-5	-2	0	-18	3
43	CCOC(=O)c1c(/N=C/c2cccc([N+](=O)[O-])c2O)sc2c1CCC2	0.0	i	-34	-7	1.9	-1	-8	2	2	8
44	COc1cc(C2Nc3cccc4cccc(c34)N2)ccc1O	-0.7	i	4	11	6.3	3	-39	13	-4	59*
45	CCOc1ccc(C(=O)NC(C(=O)NCCc2ccc(S(N)(=O)=O)cc2)C(C)C)cc1 (centres undefined)	-0.4	i	5	-4	0.4	-2	1	0	-8	-5
46	O=C(Nc1ccc(S(=O)(=O)Nc2ncccn2)cc1)c1ccc(S(=O)(=O)N2CCCC2)cc1	-0.7	i	-10	-4	0.8	-3	4	1	5	6
47	COc1ccc(-n2cccc2/C=C2\C(=N)N3N=C(c4ccco4)SC3=NC2=O)cc1	0.2	i	-69	82*	51*	87*	90*	103*	19	74*
48	COc1cc(/C=N/NC(=O)c2nnn(-c3nonc3N)c2C(C)C)ccc1O	-0.2	i	1	-5	-1.5	-2	2	-10	5	6
49	Oc1[nH]c2c(Cl)cc(Cl)cc2c1N=NC(=S)NCC1CCCO1 (centres undefined)	0.0	i	-12	-10	2.9	3	-17	-11	6	21
50	Cc1cccc(CCNC(=O)C2CCC(CNc3c(N4CCCC4)c(=O)c3=O)CC2)c1 (centres undefined)	-0.6	i	2	-7	-0.7	0	3	-2	8	1
51	COc1ccc(NC(=O)Nc2c(SC)nsc2SC)cc1	-0.3	i	-7	-3	0.1	1	0	1	0	3
52	CN(C)C(=O)c1ccccc1NC(=O)Cc1cccc2ccccc12	-1.0	i	6	-4	-1.9	-2	-4	-1	2	-2
53	CCCCNC(=O)CN1C(=O)NC2(CCOc3ccccc32)C1=O (centres undefined)	-0.8	i	15	2	-0.2	2	6	-3	7	5
